M4 PAM: positive allosteric modulators of human muscarinic M4 receptor; activation, % at 3 µM; P08173; 360,000 compounds, 0.4% hits; CHO-K1 hM4/Gqi5, Fluo-8 calcium fluorescence, ACh EC20; 0% = ACh EC20, 100% = maximal ACh;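 active means activation above its plate's cutoff, the mean activation of sample wells plus 3 SD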; further: some results filed as inactive read as strong as hits
IDE inh: inhibitors of human insulin-degrading enzyme in cells; HEK cells, FAbetaB cleavage, fluorescence polarization; inhibition, % at 5.59 µM; 320,000 compounds, 0.41% hits; AID 434962;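 active means percent inhibition above the average of all tested compounds plus 3 SD, set per screening campaign, cut at about 16% in these data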;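 further: IDE supplied by intact live HEK cells; FP after avidin binding of uncleaved biotin substrate so inhibition keeps polarization high; 0% = DMSO wells and 100% = 60 µM reference IDE inhibitor Ii1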
Target sequence (P14735 whole entry, looked up): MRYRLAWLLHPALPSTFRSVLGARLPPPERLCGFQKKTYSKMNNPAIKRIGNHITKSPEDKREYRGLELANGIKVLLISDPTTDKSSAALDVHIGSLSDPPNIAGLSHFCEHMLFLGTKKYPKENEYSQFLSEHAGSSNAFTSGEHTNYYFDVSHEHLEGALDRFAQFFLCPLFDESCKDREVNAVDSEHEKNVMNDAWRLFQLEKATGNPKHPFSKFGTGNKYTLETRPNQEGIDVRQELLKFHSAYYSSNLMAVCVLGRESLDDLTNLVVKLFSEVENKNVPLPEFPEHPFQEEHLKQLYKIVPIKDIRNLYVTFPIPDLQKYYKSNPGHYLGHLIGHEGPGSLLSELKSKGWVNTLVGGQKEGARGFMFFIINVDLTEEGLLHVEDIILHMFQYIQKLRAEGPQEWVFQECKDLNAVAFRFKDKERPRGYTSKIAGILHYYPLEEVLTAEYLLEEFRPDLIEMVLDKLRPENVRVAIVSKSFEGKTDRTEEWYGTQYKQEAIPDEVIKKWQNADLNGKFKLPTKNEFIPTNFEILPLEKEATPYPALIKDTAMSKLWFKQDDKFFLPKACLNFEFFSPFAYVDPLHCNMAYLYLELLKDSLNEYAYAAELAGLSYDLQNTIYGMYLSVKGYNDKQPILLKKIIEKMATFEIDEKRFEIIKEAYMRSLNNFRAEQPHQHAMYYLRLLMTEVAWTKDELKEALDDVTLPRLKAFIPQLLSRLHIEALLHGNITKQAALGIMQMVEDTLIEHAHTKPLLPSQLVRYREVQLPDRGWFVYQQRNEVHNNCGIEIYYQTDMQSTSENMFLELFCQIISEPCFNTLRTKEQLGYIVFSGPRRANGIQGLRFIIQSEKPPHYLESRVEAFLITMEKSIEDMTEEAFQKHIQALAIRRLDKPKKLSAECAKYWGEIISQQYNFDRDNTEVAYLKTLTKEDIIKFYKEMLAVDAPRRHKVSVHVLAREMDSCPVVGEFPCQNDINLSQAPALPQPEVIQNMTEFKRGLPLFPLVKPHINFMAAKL
CHRM5 agonist: agonists of human muscarinic M5 receptor (CHRM5) | AID 624037 | 360,000 compounds, 0.19% hits | activation, % at 3 µM | CHO-K1 hM5 cells, Fluo-8 calcium fluorescence; 0% DMSO wells, 100% maximal acetylcholine response | P08912;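 active means activation above the run's mean over test compounds plus 3 SD, cut at about 23% in these data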;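 further: signal is peak over basal fluorescence ratio across the kinetic read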
CHRM4 agonist: agonists of human muscarinic M4 receptor (CHRM4). AID 624127. P08173. CHO-K1 hM4/Gqi5, Fluo-8 calcium fluorescence; vehicle 0%, full acetylcholine response 100%. activation, % at 3 µM. 360,000 compounds, 0.14% hits;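 active means activation above the run mean over all test wells plus 3 SD, cut at about 32% in these data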;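 further: peak over basal fluorescence ratio per well then scaled between controls; 0% = DMSO wells and 100% = acetylcholine at EC100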
M5 antag: CHRM5 antagonism in calcium assay. P08912. CHO-hM5 cells, Fluo-8 calcium fluorescence, ACh EC80. inhibition, % at 3 µM. 360,000 compounds, 0.59% hits. AID 624040;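 active means inhibition above a per-plate cutoff, the mean of that plate's test compounds plus 3 SD, cut at about 27% in these data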;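 further: 0% = acetylcholine EC80 with DMSO and 100% = DMSO without agonist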
M4 antag: blocks acetylcholine activation of human M4 receptor; AID 624125; inhibition, % at 3 µM; 360,000 compounds, 0.73% hits; P08173; CHO-hM4 cells, ACh EC80, Fluo-8 calcium fluorescence;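 active means inhibition above its plate's cutoff, the mean inhibition of sample wells plus 3 SD, cut at about 27% in these data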;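 further: 0% = acetylcholine EC80 with DMSO and 100% = DMSO without agonist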
CHRM5 PAM: CHRM5 positive allosteric modulation. activation, % at 3 µM. 360,000 compounds, 0.3% hits. CHO-K1 hM5, Fluo-8 calcium, ACh EC20 PAM; 0% = ACh EC20, 100% = ACh EC100. AID 624038. P08912;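 active means activation above the run cutoff, the mean activation of all test compounds plus 3 SD, cut at about 18% in these data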
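Assay system – human M5 receptor in CHO-K1 cells · Read-out – % activation, ACh-normalized · Technique – Fluo-8 calcium fluorescence · Dosing – single-point, 3 µM nominal · Incubation – Fluo-8 loading 80 min at 37 °C plus 30 min room temperature · Repeats – singlicate, one well per test compound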
CRFR2-BP ag: agonists of human CRF-binding protein/CRF-R2 receptor complex | activation, % at 13.2 µM | AID 588473 | 350,000 compounds, 0.46% hits | HEK293 CRF-R2/CRF-BP, calcium dye fluorescence (FLIPR); percent of saturating CRF peptide response;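 active means activation of at least 50%, plus an integration ratio under a set limit after plate pattern correction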;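 further: plate controls were neutral control wells without compound for no effect and CRF at EC100 for full effect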
CRFBP-R2 block: blocks CRF-induced signaling of the CRF-BP/CRF-R2 complex; 350,000 compounds, 0.59% hits; inhibition, % at 11.8 µM; HEK293 CRF-R2/CRF-BP, CRF-induced calcium fluorescence;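 active means inhibition of the ligand-induced calcium signal above about 50% at the single tested concentration, limit read from the data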
The depositor's hits bear a star; . = not tested or not shown. The order is random. Share with any hit: about 2.9%.

SMILES	M4 PAM	IDE inh	CHRM5 agonist	CHRM4 agonist	M5 antag	M4 antag	CHRM5 PAM	CRFR2-BP ag	CRFBP-R2 block
Cc1[nH]c(SCC(=O)Nc2cc(C(N)=O)cc(C(N)=O)c2)nc1Cc1ccccc1	0	1	3	1	13	-5	5	0.6	-7
Cc1noc(C)c1CSCC(=O)N(C)CC(=O)Nc1ccccc1Br	-5	-1	2	1	1	9	-1	-0.5	-1
Cc1ccccc1OCC(=O)N/N=C/c1cccc(Oc2ccc([N+](=O)[O-])cc2[N+](=O)[O-])c1	-8	-3	0	2	-6	6	-5	0.2	-11
O=C(NC12CC3CC(CC(C3)C1)C2)c1cncc(Br)c1	-3	1	-4	-1	8	9	0	-0.4	-36
CCOc1ccc(-n2c(=O)c3sccc3n(CC(=O)NC3CCCCC3)c2=O)cc1	-1	0	-2	0	8	3	-3	1.7	-4
COc1ccc(NC(=O)c2ccc(NC(=O)COC(=O)CC(NC(=O)c3ccccc3Cl)c3ccccc3)cc2)cc1 (configuration not stated)	-9	2	0	7	13	1	-9	-0.4	1
CC[C@]12c3[nH]c4ccccc4c3CCN1C(=O)C(CC(=O)NCC13CC4CC(CC(C4)C1)C3)C[C@@H]2C(=O)N1CCN(C(=O)C2CC2)CC1 (some centres not stated)	2	0	-1	-1	-1	2	-2	0.8	-6
COc1ccc(C(CCNCc2ccc(N(C)C)cc2)C(C)C)cc1 (configuration not stated)	-52	4	3	27	19	42*	-29	12	-23
Cc1cc(Br)cn2c(Cc3cccc(F)c3)c(C3CCCCC3)nc12	0	.	-1	-1	2	-9	-3	.	.
CCOC(=O)c1sc(/N=C/N(C)C)c(C(=O)OCC)c1C	6	1	-2	0	-2	7	-1	2.4	31
COc1ccc(C(=O)N2CCOC2CNC(=O)C(=O)NCc2ccc(C)cc2)cc1 (configuration not stated)	-1	.	-1	1	2	-7	-1	-3.0	-15
CC(=O)C1=C(O)C(=O)N(c2ccc(O)cc2)C1c1ccc([N+](=O)[O-])cc1 (configuration not stated)	-5	0	-1	0	9	7	4	-0.8	5
O=C(CNC(=O)c1ccc(-c2ccccc2)cc1)Nc1ccc(S(=O)(=O)Nc2ncccn2)cc1	3	0	-1	0	2	3	-4	0.3	9
O=S(=O)(NCC1CCCO1)c1ccc2c(c1)OCCO2 (configuration not stated)	0	-1	1	0	-2	5	3	-0.9	-12
CC1CCC(C(C)C)C(OC(=O)CSc2nccc(=O)[nH]2)C1 (configuration not stated)	-10	3	-5	0	8	17	-3	5.8	35
CCOC(=O)N1CCN(C(=O)c2ccc3c(=O)n(-c4ccc(F)cc4)c(=S)[nH]c3c2)CC1	13	-3	-2	0	-4	-7	-3	-0.6	-14
O=C(COC(=O)c1cc([N+](=O)[O-])ccc1N1CCCC1)Nc1ccccc1OC(F)F	-11	.	-3	7	4	6	-12	-1.3	7
COC(=O)N/N=C/c1cc(C)n(-c2ccc(F)cc2)c1C	-3	2	2	0	4	7	2	0.7	-36
N#Cc1c(N)oc(-c2cccs2)c1-c1cccs1	-1	1	1	1	-1	0	-2	2.2	-4
COc1ccc(C(=O)N2CCCC(C)(C(=O)NS(=O)(=O)C3CC3)C2)cc1 (configuration not stated)	-6	.	-1	0	-3	4	2	.	.
Cc1ccc(SCc2c(-c3ccccc3)nn(C)c2Cl)cc1	3	4	2	-1	-4	-12	0	4.9	-10
CCNC(=O)NC1(C(=O)N2CCC(Cc3ccccc3)CC2)CCCCC1	3	.	-3	1	4	-15	-2	-2.7	-10
CC(C)c1nc(SCC(=O)Nc2ccc(N3CCOCC3)cc2)c2ccccc2n1	-1	2	-1	1	0	11	-2	1.5	-4
Cc1nc2ccc(S(=O)(=O)Nc3ccccc3C)cc2s1	-8	9	1	3	4	10	-9	-1.0	-9
COc1ccc(CC(=O)NCc2cccs2)cc1	1	3	-4	1	1	-2	-4	-0.1	11
The results go on:
SMILES	M4 PAM	IDE inh	CHRM5 agonist	CHRM4 agonist	M5 antag	M4 antag	CHRM5 PAM	CRFR2-BP ag	CRFBP-R2 block
COc1ccccc1N(C)S(=O)(=O)c1ccc(C(=O)Nc2nc(C)c(C(C)=O)s2)cc1	-6	1	2	7	7	10	-11	-0.4	-7
CN(CC(=O)Nc1cccc(S(=O)(=O)N2CCOCC2)c1)CC(=O)Nc1ccc(Cl)c(C(F)(F)F)c1	-12	1	4	16	21	21	-14	3.1	-20
COc1ccc(N2CC(NC(=O)N(C)CCC#N)CC2=O)cc1 (configuration not stated)	5	9	4	0	-1	3	-1	-2.1	-10
CCN1C(=O)[C@H]2[C@@H](c3ccc(OC)cc3)N3C(=O)CN(CCOC)C(=O)[C@@]3(C)[C@H]2C1=O	2	1	-1	0	10	4	0	-0.8	5
N#CCCN1CCN(S(=O)(=O)c2ccc(S(=O)(=O)N3CCOCC3)cc2)CC1	8	2	2	0	1	-11	0	-1.1	15
CN(CCc1ccccn1)c1ncnc2[nH]ncc12	13	-4	-5	1	-3	-5	8	2.5	-55
CN(C)c1nc(N)nc(CSc2ncc(Cl)cc2Cl)n1	12	2	-2	0	2	4	0	14	-7
Cc1cc(C)c(C)c(S(=O)(=O)N2CCC(C(=O)NCCCN3CCOCC3)CC2)c1C	6	-1	-3	1	-4	-6	4	0.4	-2
O=C(Nc1cccc(C(F)(F)F)c1)n1cc(-c2ccccn2)c(N2CCOCC2)n1	-6	3	5	13	17	4	-9	-1.3	5
COc1ccc(OC)c(C2CC(c3c(-c4ccccc4)c4cc(Cl)ccc4[nH]c3=O)=NN2S(C)(=O)=O)c1 (configuration not stated)	8	3	0	1	-2	-3	-1	-0.3	-36
COc1cc(C(=O)Nc2nc(-c3cccs3)cs2)cc(OC)c1OC	-28	1	5	18	9	26	-8	-0.7	-24
Cc1ccc(CN=C(Nc2ccccc2)NC2CCCCC2)cc1	-2	2	-5	3	10	2	-8	-0.8	-8
CCCC(C)NC(=O)c1ccc(F)cc1 (configuration not stated)	8	1	-8	1	-15	-14	1	-0.1	2
CC(=O)c1ccc(NC(=S)NCCc2cccc(Cl)c2)cc1	-18	-5	4	17	25	7	-32	9.3	7
Nc1ncnc2nc(SCC(=O)N3CCN(c4ccccc4)CC3)[nH]c12	-2	0	2	2	4	9	-6	-0.5	10
CC(C)(C)C(=O)Cn1c(=O)n(-c2ccc(F)cc2F)c(=O)c2sccc21	-12	-1	-2	-1	7	7	-4	4.1	0
CCOC(=O)CCc1nc2ccccc2[nH]1	2	-2	2	1	5	-5	-1	-1.0	1
COc1cccc(COC(=O)c2c(C)nn(-c3ccccc3)c2Cl)c1OC	1	9	-4	0	-7	-18	-5	3.6	26
CCCCCn1c(N2CCOCC2)nc2c1c(=O)n(CC(N)=O)c(=O)n2C	8	-5	-3	0	-11	-2	2	-1.9	7
Cc1cccc(N2CCN(C(=O)CSCc3c(C)noc3C)CC2)c1C	-19	17*	5	13	22	14	-15	-2.0	13
CCOCCc1nn2c(=O)cc(CSCC(=O)Nc3ccccc3)nc2s1	-5	2	-2	12	18	5	-10	-0.6	-1
Cc1ccc(S(=O)(=O)NCC(=O)OCC(=O)Nc2cccc(S(=O)(=O)NC3=NCCCCC3)c2)cc1	-4	0	-6	0	-2	-11	10	0.2	-5
O=C(NC1=NCCS1)c1ccc(Cl)c(Cl)c1	-5	-3	0	2	4	-3	0	0.2	11
COc1cccc2cc(C(=O)NNC(=O)c3ccc(Br)cc3)c(=O)oc12	0	5	2	1	0	0	9	-0.3	4
CCOc1ccc(N2CC(C(=O)Nc3ccccc3C(=O)NC3CC3)CC2=O)cc1 (configuration not stated)	-7	6	-2	3	8	-11	-2	0.4	8
(list continues)
SMILES	M4 PAM	IDE inh	CHRM5 agonist	CHRM4 agonist	M5 antag	M4 antag	CHRM5 PAM	CRFR2-BP ag	CRFBP-R2 block
O=C(Nc1cc(Cl)ccc1N1CCOCC1)c1cccnc1	3	-1	0	1	7	-1	1	-1.4	3
CCc1nc2ccc(C(=O)NCc3cccs3)cn2c1N(CC)CCN(C)C	-1	.	1	1	6	-4	-2	.	.
O=C(NCCN1CCOCC1)c1cc(S(=O)(=O)NCCCN2CCCC2=O)ccc1Cl	5	-1	0	0	-6	-2	3	1.0	-2
COc1ccccc1C(=O)N(C)CC(=O)Nc1ccc(N2CCOCC2)cc1	4	-1	0	0	4	-3	4	0.1	1
COc1ccc(N(C(=O)c2snc(C(N)=O)c2N)C(CC(C)C)C(=O)NCC2CCCO2)cc1 (configuration not stated)	0	-2	-2	0	11	-5	-2	-1.4	2
Cc1cc2oc(C(=O)Nc3c(C)n(C)n(-c4ccccc4)c3=O)c(C)c2cc1C	-8	-8	-5	0	13	-6	-8	-2.2	-2
CC(=O)Nc1ccc(S(=O)(=O)N2CCC(=O)Nc3ccccc32)cc1	10	-7	-5	0	-10	-8	-6	-2.4	9
CC(=O)c1ccc(-n2nnnc2SCC(=O)Nc2sc(C)c(C)c2C#N)cc1	-1	2	1	1	-4	-6	2	0.3	31
COc1cccc(C(C(=O)NC(C)(C)C)N(C(=O)CCC(=O)Nc2cc(C)on2)C(C)C)c1OC (configuration not stated)	-8	-4	0	-1	9	5	-6	-0.2	-10

Already shown: entries from further up.
SMILES	M4 PAM	IDE inh	CHRM5 agonist	CHRM4 agonist	M5 antag	M4 antag	CHRM5 PAM	CRFR2-BP ag	CRFBP-R2 block
Cc1[nH]c(SCC(=O)Nc2cc(C(N)=O)cc(C(N)=O)c2)nc1Cc1ccccc1	0	1	3	1	13	-5	5	0.6	-7
Cc1noc(C)c1CSCC(=O)N(C)CC(=O)Nc1ccccc1Br	-5	-1	2	1	1	9	-1	-0.5	-1
Cc1ccccc1OCC(=O)N/N=C/c1cccc(Oc2ccc([N+](=O)[O-])cc2[N+](=O)[O-])c1	-8	-3	0	2	-6	6	-5	0.2	-11
O=C(NC12CC3CC(CC(C3)C1)C2)c1cncc(Br)c1	-3	1	-4	-1	8	9	0	-0.4	-36
CCOc1ccc(-n2c(=O)c3sccc3n(CC(=O)NC3CCCCC3)c2=O)cc1	-1	0	-2	0	8	3	-3	1.7	-4
COc1ccc(NC(=O)c2ccc(NC(=O)COC(=O)CC(NC(=O)c3ccccc3Cl)c3ccccc3)cc2)cc1 (configuration not stated)	-9	2	0	7	13	1	-9	-0.4	1
CC[C@]12c3[nH]c4ccccc4c3CCN1C(=O)C(CC(=O)NCC13CC4CC(CC(C4)C1)C3)C[C@@H]2C(=O)N1CCN(C(=O)C2CC2)CC1 (some centres not stated)	2	0	-1	-1	-1	2	-2	0.8	-6
COc1ccc(C(CCNCc2ccc(N(C)C)cc2)C(C)C)cc1 (configuration not stated)	-52	4	3	27	19	42*	-29	12	-23
Cc1cc(Br)cn2c(Cc3cccc(F)c3)c(C3CCCCC3)nc12	0	.	-1	-1	2	-9	-3	.	.
CCOC(=O)c1sc(/N=C/N(C)C)c(C(=O)OCC)c1C	6	1	-2	0	-2	7	-1	2.4	31

Source: PubChem (several laboratories)
